procasp3 activ: procaspase-3 (human) activation. activation, % at 8.5 µM. 0.11% of 330,000 active. AID 463141. P42574. recombinant procaspase-3 D3A, Ac-DEVD-pNA absorbance 405 nm;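 active = activation above the mean of all tested compounds plus 3 SD, cut at about 21% in these data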;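 note: 0% = DMSO alone and 100% = DMSO wells spiked with extra 5 µM PC-3 D3A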
Target sequence (P42574 whole entry D9A/D28A/D175A): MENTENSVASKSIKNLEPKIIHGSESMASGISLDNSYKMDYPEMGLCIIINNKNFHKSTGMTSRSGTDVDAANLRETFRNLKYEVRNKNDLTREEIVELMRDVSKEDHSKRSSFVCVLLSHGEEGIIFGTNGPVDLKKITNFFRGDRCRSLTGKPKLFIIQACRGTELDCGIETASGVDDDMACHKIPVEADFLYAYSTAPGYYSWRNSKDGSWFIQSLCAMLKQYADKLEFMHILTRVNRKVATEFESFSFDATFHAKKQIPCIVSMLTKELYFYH
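Evaluation: percent activation relative to control range; Material: Procaspase-3 D3A mutant, all three cleavage aspartates alanine; Compound: single dose, 8.5 µM nominal compound, 0.8% DMSO; Replication: one well per compound; Signal: absorbance at 405 nm, 0 and 120 min; Schedule: 1 h preincubation plus 2 h reaction at 25 °C.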
AHR act: activators of human aryl hydrocarbon receptor | P35869 | AHR-responsive luciferase reporter cells, luminescence | activation, % at 5 µM | 2.5% of 320,000 active | AID 2796; in the data active = activation above about 47%;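 note: 0% = vehicle wells and 100% = reference agonist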
RPL19A TOR yeast: alters RPL19A-GFP fluorescence in TOR pathway yeast screen | S. cerevisiae RPL19A-GFP strain, flow cytometry, 3 h; active compounds read low | percent response vs DMSO, % at 10 µM | 0.3% of 330,000 active | AID 2025;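 active = percent response vs DMSO below 50%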;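 note: median channel GFP fluorescence of the barcoded RPL19A-GFP strain; ratio of sample median GFP to plate DMSO average so 100% = DMSO; lower means less RPL19A-GFP as with rapamycin TOR inhibition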
CR mimetic SO: yeast age-related superoxide inhibition as caloric restriction mimetic | S. cerevisiae aged cells, superoxide DHE fluorescence; active compounds read low | superoxide response (% of plate mean), % at 10 µM | 0.18% of 330,000 active;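 active = superoxide response under a set limit, about three screen SD below normal, cut at about 65% in these data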;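 note: yeast aged for seven days with compound at 30 °C before DHE staining; 100% = average MFI of all compound-treated wells on the plate with controls excluded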
MEP2-GFP yeast: modulators of TOR pathway MEP2-GFP in S. cerevisiae; S. cerevisiae MEP2-GFP strain, flow cytometry GFP, 3 h; 100% = DMSO control level; AID 2016; 0.51% of 330,000 active; GFP response vs DMSO, % at 10 µM;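 active = GFP response versus DMSO above a set limit, roughly screen mean plus 3 SD, cut at about 180% in these data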;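 note: median GFP fluorescence of the barcode-gated MEP2-GFP cells per well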
GASC-1 inh: inhibitors of human GASC-1 (JMJD2C) demethylase; Q9H3R0; GST-JMJD2C(1-420) H3K9me3 demethylation, DELFIA europium; inhibition, % at 2.35 µM; 0.069% of 330,000 active;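 active = more than half of a compound's replicate wells show inhibition beyond 50%, single wells judged on their own value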;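 note: signal counts dimethyl H3K9 product captured on neutravidin plate; 0% = median of DMSO wells and 100% = 0.3 times that DMSO median; strong numbers were not always called active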
LAP4-GFP MLPCN: modulators of TOR pathway LAP4-GFP in S. cerevisiae; GFP response vs DMSO, % at 10 µM; S. cerevisiae LAP4-GFP multiplex, flow cytometry GFP, 3 h; median GFP as percent of DMSO wells; AID 2023; 0.34% of 320,000 active;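 active = GFP response vs DMSO above a set limit, about the screen mean plus 3 SD, cut at about 150% in these data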
procasp7 counter: counter-screen: procaspase-7 (human) activation. P55210. recombinant procaspase-7, Ac-DEVD-pNA absorbance 405 nm; D23A/D198A/D206A triple mutant, cannot self-cleave; scale: DMSO 0, 5 µM enzyme 100. activation, % at 8.5 µM. 0.093% of 330,000 active;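 active = percent activation above the screen-wide mean plus 3 SD, cut at about 25% in these data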
Target sequence (P55210 whole entry D23A/D198A/D206A): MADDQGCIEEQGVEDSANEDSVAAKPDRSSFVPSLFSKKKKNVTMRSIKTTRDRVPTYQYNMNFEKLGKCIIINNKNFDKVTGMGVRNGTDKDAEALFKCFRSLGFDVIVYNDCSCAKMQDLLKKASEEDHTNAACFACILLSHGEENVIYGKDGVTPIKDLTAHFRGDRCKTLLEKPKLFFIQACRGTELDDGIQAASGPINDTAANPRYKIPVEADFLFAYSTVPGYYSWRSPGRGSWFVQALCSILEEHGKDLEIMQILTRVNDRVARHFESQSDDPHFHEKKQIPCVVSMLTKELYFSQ
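Replicates: singlicate. Assay system: Procaspase-7 triple mutant (PC-7 D3A). Signal: 405 nm absorbance of p-nitroaniline. Times: 1 h preincubation, 2 h reaction. Buffer or medium: Zinc-free HEPES pH 7.4 with 300 mM NaCl, 0.01% Triton X-100. Also added: DEVD-pNA substrate. Benchmarks: DMSO wells as 0%, DMSO with 5 µM added PC-7 as 100%.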
Active calls of the source: *; nt = not tested or not shown; & = joins results of further samples.

Structure	procasp3 activ	AHR act	RPL19A TOR yeast	CR mimetic SO	MEP2-GFP yeast	GASC-1 inh	LAP4-GFP MLPCN	procasp7 counter
COc1ccc2oc(C(=O)N(C)CCOc3ccc(Cl)cc3)c(C)c2c1	4.2	-1.3	91.1	106.6	90.5	-1.7	89.6	10.8
O=c1c2c(nc3nc(NCc4ccccc4Cl)[nH]n13)CCC2	-0.6	0.5	101.3	99.9	98.6	0.9	110.3	0.7
O=[N+]([O-])c1ccccc1S(=O)(=O)NCc1ccc(F)cc1	0.6	-11.7	99.1	107.9	115.1	31.4	99.6	-0.8
CC(CCc1ccccc1)NC(=O)C1CCCN(c2nnc(-n3cccc3)s2)C1 (stereo not given)	2.3	-0.7	101.0	99.1	100.6	28.0	92.6	7.5
CCOC(=O)Cn1cc(-c2ccccc2)nn1	0.4	-0.1	98.1	98.6	106.9	3.7	105.0	2.8
Cc1ccccc1S(=O)(=O)Cc1ccc(C(=O)NCCCN2CCC(C)CC2)o1	4.0	0.6	96.3	92.5	104.0	-29.8	94.6	-2.5
Cc1ncc(CO)c(/C=N/NC(=S)Nc2cccc(Cl)c2)c1O	-3.7	54.5*	99.2	74.7	103.3	-1.9	104.2	-5.3
Cc1cccc(N2C(=O)N3[C@@H]4c5ccccc5OC[C@@H]4[C@@H](c4ccccc4)[C@@]3(C)C2=O)c1	-0.1	-2.0	101.9	99.5	96.1	-3.5	104.5	1.1
Cc1ccc(NC(=O)N(Cc2cccs2)Cc2cc3cc4c(cc3[nH]c2=O)OCO4)cc1	-5.7	18.7	99.2	95.8	106.3	-9.7	99.7	5.5
CN1CCC(OC(=O)c2cc3cc(Br)ccc3oc2=O)CC1	-5.8	6.2	100.1	101.6	99.0	1.7	99.5	5.3
CCCCN(Cc1ccco1)C(=O)Cn1ncc2c(=O)oc3ccc(C)cc3c21	3.2	0.8	105.0	103.5	99.8	5.6	107.4	-6.4
OC(CN1CCN(c2cccc(Cl)c2)CC1)c1ccc(F)cc1 (stereo not given)	6.8	-0.2	107.5	96.6	106.3	-43.1	90.6	6.9
Cc1ccc(N2CCN(CC(O)COc3ccccc3)CC2)cc1 (stereo not given)	27.6*	-1.8	102.3	104.8	106.3	4.1	93.2	6.2
COc1cccc(NC(=O)c2cccc(Cl)c2)c1	4.0	-3.6	95.5	111.6	91.7	2.6	153.4*	-0.7
CCC1=C/C(=C/N(C)c2ccccc2)C(=O)S1	-9.8	13.0	102.3	99.4	100.5	3.2	102.1	-3.0
CCOc1ccccc1N(CC)C(=O)c1nn(C)c2c1CSc1ccccc1-2	0.1	8.6	94.1	108.7	103.1	2.0	100.6	-14.2
CC(C)=CC(=O)N1CCCC(N2CCN(c3ccccc3C)CC2)C1 (stereo not given)	10.7	0.2	103.9	125.0	109.8	1.8	95.4	0.3
O=C(CNC(=O)OCc1ccccc1)Oc1ccc2ccc(=O)oc2c1	16.0	1.7	106.9	102.5	88.6	4.5	92.9	18.6
COc1ccc(OC)c(NC(=O)CN2C(=O)COc3ccc(C)cc32)c1	4.6	5.1	99.4	80.8	103.2	-0.1	90.7	-1.4
O=C(Oc1cccc(C(=S)N2CCOCC2)c1)c1ccccc1	-2.5	-0.4	101.6	97.8	104.8	3.8	92.4	2.4
COc1ccc(C(C)=O)cc1CSc1nncn1-c1ccccc1	7.1	2.9	99.7	100.0	102.1	-4.1	99.5	9.2
CN1CCN(c2cc(N3CCc4ccccc4C3)c(F)cc2[N+](=O)[O-])CC1	-1.2	15.4	101.6	109.8	98.6	-2.0	91.3	-6.5
COc1ccccc1C1CCCN1Cc1nc(-c2cc3c(cc2Cl)OCO3)oc1C (stereo not given)	3.7	23.7	95.0	102.8	97.8	-1.7	98.0	4.1
CC(=O)Nc1c(O)nc(SCC(=O)Nc2sc3c(c2C#N)CCCCCC3)[nH]c1=O	5.3	2.8	98.2	99.6	101.4	5.0	100.6	9.5
Cc1cc(C(=O)OC2CCOC2=O)c2ccccc2n1 (stereo not given)	2.5	1.2	100.1	108.6	100.5	-9.6	104.0	1.0

Reformatted with values under each structure: part of the list above.
Second line of a record – procasp3 activ, AHR act, RPL19A TOR yeast, CR mimetic SO, MEP2-GFP yeast, GASC-1 inh, LAP4-GFP MLPCN, procasp7 counter
COc1ccccc1C1CCCN1Cc1nc(-c2cc3c(cc2Cl)OCO3)oc1C (stereo not given)
  3.7, 23.7, 95.0, 102.8, 97.8, -1.7, 98.0, 4.1
CC(=O)Nc1c(O)nc(SCC(=O)Nc2sc3c(c2C#N)CCCCCC3)[nH]c1=O
  5.3, 2.8, 98.2, 99.6, 101.4, 5.0, 100.6, 9.5
Cc1cc(C(=O)OC2CCOC2=O)c2ccccc2n1 (stereo not given)
  2.5, 1.2, 100.1, 108.6, 100.5, -9.6, 104.0, 1.0

Next section
Structure	procasp3 activ	AHR act	RPL19A TOR yeast	CR mimetic SO	MEP2-GFP yeast	GASC-1 inh	LAP4-GFP MLPCN	procasp7 counter
Cc1ccccc1NC(=O)Cn1nc(-c2ccccc2)nc1-c1ccccc1	-3.8	0.8	100.6	98.5	109.4	-15.4	101.7	1.1
CN1CCN(C(c2ccc(C(F)(F)F)cc2)c2ccc3cccnc3c2O)CC1 (stereo not given)	6.7	6.9	93.5	125.5	100.3	5.1	322.0*	-0.8
CCCCSCCCNC(=O)CS(=O)Cc1nc(-c2cccc(C)c2)oc1C (stereo not given)	3.5	-0.6	107.0	103.8	106.6	9.4&-6.5	109.4	-1.5
CCO[C@@H]1OC(C(=O)N2CCOCC2)=C[C@H](C(C)(C)C)[C@H]1CCCO	6.8	4.1	nt	nt	nt	6.2	nt	0.7
COc1ccc(/C=N/NC(=O)CC(=O)NCCc2ccccc2)cc1OC	8.3	2.6	100.2	96.7	97.9	-2.8	99.6	5.3
N#Cc1c(Nc2ccccc2C(F)(F)F)s[nH]c1=O	-15.6	-3.9	96.8	79.5	102.7	1.0	104.7	-11.2
O=C(NCCO)NC(=S)c1ccccc1	-7.3	2.4	101.8	116.1	99.7	-3.0	104.0	-6.5
O=C(COC(=O)C1CCN(S(=O)(=O)c2ccc3c(c2)OCCO3)CC1)Nc1cccc2ccccc12	-1.8	-0.1	101.9	105.2	95.0	4.0	97.6	1.1
COc1ccc(C)cc1NC(=O)c1cccc(C(=O)Nc2cc(C)ccc2OC)c1	-5.7	4.0	111.3	101.0	115.0	7.4	89.2	1.0
CC(O)CNc1nc2ccccc2n1CC(=O)NCC(F)(F)F (stereo not given)	6.2	2.1	99.8	100.4	110.0	1.2	106.4	8.2
COc1ccccc1N1CCN(CC(=O)Nc2ccc3c(c2)OCCO3)CC1	1.8	7.7	108.2	89.7	105.4	-6.2	106.7	-0.5
NC(=O)Nc1ccc(C(=O)OCC(=O)N2CCc3ccccc3C2)cc1	5.2	-1.1	103.9	87.7	102.2	-3.4	102.0	-2.4
O[C@@H]1CN(Cc2ccccc2Cl)CC[C@H]1N1CCOCC1	4.1	-3.2	102.6	114.8	116.5	15.7	104.7	10.4
CCOc1ccccc1NC(=O)CSc1nc2[nH]ncc2c(=O)[nH]1	6.8	3.9	101.3	97.5	100.1	35.4	102.5	-3.2
O=C(Nc1ccc2nc3n(c(=O)c2c1)CCCC3)c1cccc(F)c1	-15.0	-4.9	101.9	107.3	104.9	-2.3	93.1	-4.1
COc1ccc2c(-c3ccccc3)cc(=O)[nH]c2c1	2.3	6.3	100.3	82.2	105.8	151.0	100.4	-2.6
CC(=O)Nc1ccc(S(=O)(=O)Oc2ccc(/C=C3\SC(N)=NC3=O)cc2)cc1	3.5	3.9	96.8	108.5	100.9	11.4	99.4	1.6
O=C(c1ccc2c(c1)CCN2S(=O)(=O)c1ccccc1)N1CCN(c2ccccc2F)CC1	3.9	-2.1	106.1	95.8	105.4	-4.1	99.7	0.2
Cc1ccc(CNC(=S)Nc2ccc(OC(F)F)cc2C)cc1	-2.5	0.5	103.2	112.5	110.2	4.9	105.1	-2.6
CC(C)(C)C(=O)Nc1sc2c(c1C#N)CCCCC2	3.7	3.2	95.2	89.3	96.5	-2.8	90.0	-10.8
COc1ccc(CN(C)CC(O)COc2ccc(-c3ccccc3)cc2)cc1OC (stereo not given)	-3.7	1.7	107.0	103.0	109.4	-27.9	97.0	-2.0
N#Cc1c(-c2ccccc2)cc(-c2ccccc2)nc1Br	0.7	31.4	102.3	105.8	99.9	11.8	96.4	0.1
O=S(=O)([N-]c1nc2ccccc2nc1-n1cc[n+](Cc2ccccc2)c1)c1ccc(Cl)cc1	11.0	4.5	96.2	98.6	101.0	-1.2	109.0	6.7
CCN1CCN(c2ncc(C(=O)Nc3cc(Cl)ccc3OC)c3ccccc23)CC1	-4.6	13.2	101.0	108.4	101.6	2.4	105.3	1.5
O=C(C1CCCO1)N(c1ccc(F)cc1)C1C=CS(=O)(=O)C1 (stereo not given)	2.2	0.0	97.9	92.2	92.2	-3.9	94.9	-4.6
COC(=O)c1ccc(/C=N/NC(=S)NCCN2CCOCC2)cc1	-7.7	15.6	94.4	91.5	99.6	22.4	96.4	3.5
Cc1nc(N2CCc3ccccc3C2)[nH]c(=O)c1CCC(C)C	-4.2	3.8	93.7	95.7	94.3	-3.2	99.5	2.0
COc1ccccc1NC(=O)CCC(=O)Nc1nnc(C(F)(F)F)s1	-1.0	-2.0	102.5	104.9	99.2	-0.7	102.3	2.8
CC1=C(C(=O)N(C)CCC#N)C2(CCCCC2)OC1=O	-0.7	-2.8	101.2	89.6	105.0	4.2	101.2	7.0
O=C(COC(=O)CCCCCN=C1NS(=O)(=O)c2ccccc21)Nc1ccc(Cl)c(Cl)c1	0.6	1.1	99.6	92.2	93.3	4.1	95.2	9.3

Assay outcomes as filed in PubChem BioAssay.
